uPA surface inh: qHTS for Inhibitors of Cell Surface uPA Generation; Potency, µM (doses to about 38.3 µM), inactives show top-dose activity change, negative = inhibition, actives largely listed as inhibitors; cell surface uPA generation assay, qHTS; 330,000 compounds, 0.31% hits; active = well fitted inhibition curve with a large enough effect; inconclusive = small, poorly fitted or top-dose-only effect; inactive = no such curve, though single readings can be large or run the other way; tested in mouse RAW 264.7 cells; also: potency is read from the fitted curve at half-maximal effect; nearly all actives have a fitted effect of over 55% in size
GALK inh: qHTS Assay for Inhibitors of Human Galactokinase (GALK); 270,000 compounds, 0.007% hits; Purified GALK, Kinase-Glo residual ATP luminescence; P51570; Potency, µM (doses to about 57.5 µM), inactives show at the highest dose activity change, negative = inhibition, actives largely listed as inhibitors; also: potency is read from the fitted curve at half-maximal effect
Target sequence (P51570 whole entry, looked up): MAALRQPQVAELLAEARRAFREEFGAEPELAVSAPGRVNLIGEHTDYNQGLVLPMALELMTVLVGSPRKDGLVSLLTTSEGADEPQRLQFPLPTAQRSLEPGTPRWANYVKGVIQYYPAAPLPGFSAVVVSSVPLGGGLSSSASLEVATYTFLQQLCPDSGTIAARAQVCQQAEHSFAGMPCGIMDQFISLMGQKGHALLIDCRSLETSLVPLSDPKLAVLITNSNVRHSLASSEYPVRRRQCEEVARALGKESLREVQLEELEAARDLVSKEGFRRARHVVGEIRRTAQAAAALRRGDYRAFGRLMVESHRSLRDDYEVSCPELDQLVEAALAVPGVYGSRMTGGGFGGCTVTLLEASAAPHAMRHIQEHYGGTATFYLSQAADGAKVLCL
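Quantitative HTS: GALK 5 nM, ATP 35 uM, galactose 100 uM, 1 h room temperature, then luciferase-based ATP detection.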
Chronic BCR inh: qHTS Assay to Find Inhibitors of Chronic Active B-Cell Receptor Signaling | ABC-DLBCL IkBa-CBG/CBR reporter, luminescence ratio, 4 h | Potency, µM (top dose mostly 46.1 µM), inactives show at the highest dose ratio change, negative = lower green/red ratio, most hits filed as inhibitors | 340,000 compounds, 0.05% hits | AID 493014, 2011; active = well fitted inhibition curve with a large enough effect in the signal ratio, with a control signal flat, not every such curve was filed as active; inconclusive = small, poorly fitted or top-dose-only effect, or effect the other way, or a change in a side signal; the % refers to the signal ratio;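 also: potency is read from the fitted curve at half-maximal effect; plate controls were basal doxycycline-induced cells for no effect and cells given 10 µM MG132 for full effect; MG132 reads +100%, hits lower the ratio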
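Concentration-response series (up to 46 uM) were applied to TMD8 dual-reporter cells for 4 h at 37C with doxycycline. Green/red ratio, after filter-overlap correction, defined %Activity; red signal alone was normalised to basal cells and zero luminescence.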
PKM2 act: qHTS Assay for Activators of Human Muscle isoform 2 Pyruvate Kinase. purified PKM2, Kinase-Glo ATP luminescence, activation; response scale: 0% is enzyme alone, no compound. Potency, µM (highest dose often 57.5 µM), without a hit: top-dose activation, usual class: activators. 260,000 compounds, 0.34% hits. Pyruvate kinase PKM (Homo sapiens), P14618; also: potency is read from the fitted curve at half-maximal effect; nearly all actives have a fitted effect of over 55% in size
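Purified hPK-M2 (>95%) run at intermediate activity with 0.1 mM ADP and 0.5 mM PEP in 50 mM imidazole pH 7.2, KCl, MgCl2; 1 h room temperature. ATP formed read by Kinase-Glo luminescence; normalized to uninhibited and no-enzyme controls.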
USP2a block: qHTS Assay for Inhibitors of Ubiquitin-specific Protease USP2a Using CHOP2 as the Reporter. USP2 core, Ub-CHOP2 coupled fluorogenic reporter, 485/531. Potency, µM (doses to about 38.3 µM), inactives show at the top dose activity change, negative = inhibition, most hits filed as inhibitors. 330,000 compounds, 0.01% hits. AID 463254, 2010;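 also: potency is read from the fitted curve at half-maximal effect; plate controls were DMSO wells for no effect and full inhibition by NEM control for full effect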
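Deubiquitinase activity read as fluorescence (485/531 nm) after Ub-CHOP2 cleavage activates the enterokinase reporter on its substrate; USP2 core 10nM, Ub-CHOP2 and substrate 25nM each, 30min compound preincubation then 60min RT; data normalized to NEM, curves fitted.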
Giardia kill: Small Molecules that selectively kill Giardia lamblia: qHTS | AID 540267, 2011 | Giardia lamblia trophozoite viability | 340,000 compounds, 0.15% hits | activity change, % at 7.66 µM, hits read low; in the data active = activity change below about -80%; inconclusive = between about -30% and that limit;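 also: parasites exposed to compound for two days anaerobically before the ATP read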
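Killing of trophozoites was scored by loss of ATP luminescence after a 48 hrs anaerobic exposure to compounds at 37 deg C, using 100 cells per well.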
Eya2 phos inh: qHTS Assay for Inhibitors of the Phosphatase Activity of Eya2 | Protein phosphatase EYA2 (Homo sapiens), O00167 | recombinant Eya2, OMFP fluorescence dephosphorylation (OMFP is methylfluorescein phosphate) | 330,000 compounds, 0.006% hits | AID 488837, 2010 | Potency, µM (series often up to 76.9 µM), for inactives: top-dose activity, negative = inhibition, usual class: inhibitors; also: potency is read from the fitted curve at half-maximal effect
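Eya2 protein (added as 0.2 uM solution) was preincubated with compound for 10 min at ambient temperature in 50 mM HEPES pH 7.5, 50 mM NaCl, 5 uM MgCl2, 0.05% BSA, 1 mM DTT. OMFP (added at 50 uM) then reacted 10 min; fluorescence read at 485/525 nm.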
KCNH2 3.1 inh: qHTS for Inhibitors of KCHN2 3.1: Mutant qHTS. Potassium voltage-gated channel subfamily H member 2, brain isoform KCNH2 3.1 (human). U2OS KCNH2 3.1, thallium flux FluxOr; hits give low values. activity change, % (tested at about 1.8 µM). 340,000 compounds, 0.95% hits. AID 720553, 2013;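 active = maximum activity change below -70%; inconclusive = maximum activity change from -70% to -50%; inactive = maximum activity change above -50%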;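 also: thallium influx rate constant from kinetic fluorescence after stimulation buffer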
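Thallium flux via FluxOr fluorescence (Red40 quencher, 45 min loading) in U2OS cells virally expressing the KCNH2 3.1 isoform (1.77 x 10^8 /mL virus, overnight at 37 C). Rate constants from 2-min kinetic reads post-stimulation, normalised to positive and negative controls.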
FBPA coupling cs: qHTS Assay for Inhibitors of Fructose-1,6-bisphosphate Aldolase from Giardia Lamblia: Coupling assay counterscreen; coupling enzyme system counterscreen, AmpLite Red fluorescence; activity change, negative = inhibition, % at 58.2 µM, hits read low; 290,000 compounds, 0.67% hits; AID 2472, 2010; in the data active = activity change below about -30%
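Counterscreen of the coupled detection system alone, without aldolase: glyceraldehyde-3-phosphate coupling enzymes plus AmpLite Red readout. Compounds at 57.5 uM final, 10 min RT preincubation, 20 min RT reaction, fluorescence 525/598 nm.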
B2AR arrestin: qHTS assay of beta-arrestin-biased ligands of beta2-adrenergic receptor; Beta-2 adrenergic receptor (Homo sapiens), P07550; beta-arrestin recruitment to beta2AR, cell-based reporter; Potency, µM (highest dose often 46.1 µM), for the others: at the top dose activation, hits mostly activators; 330,000 compounds, 0.02% hits;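 also: potency is read from the fitted curve at half-maximal effect; 0% = DMSO controls and full agonism = EC100 isoproterenol or metaproterenol; nearly all actives have a fitted effect of over 65% in size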
Target sequence (P07550 whole entry, looked up): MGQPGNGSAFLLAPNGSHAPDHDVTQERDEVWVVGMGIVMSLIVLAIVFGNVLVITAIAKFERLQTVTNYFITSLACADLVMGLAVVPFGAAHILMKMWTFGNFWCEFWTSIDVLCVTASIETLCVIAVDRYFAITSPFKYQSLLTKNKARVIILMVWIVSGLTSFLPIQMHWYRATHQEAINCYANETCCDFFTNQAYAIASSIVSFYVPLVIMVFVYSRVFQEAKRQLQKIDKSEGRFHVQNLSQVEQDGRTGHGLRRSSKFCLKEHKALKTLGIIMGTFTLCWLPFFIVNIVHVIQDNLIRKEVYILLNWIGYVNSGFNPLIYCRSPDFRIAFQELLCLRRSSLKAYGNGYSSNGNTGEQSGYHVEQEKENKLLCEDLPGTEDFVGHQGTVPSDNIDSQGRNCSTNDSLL
hERG WT inh: qHTS for Inhibitors of KCHN2 3.1: Wildtype qHTS | AID 720551, 2013 | Voltage-gated inwardly rectifying potassium channel KCNH2 (Homo sapiens), Q12809 | U2OS, BacMam KCNH2, thallium flux FluxOr; hits give low values | 340,000 compounds, 0.37% hits | activity change, % at 1.84 µM;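 active = maximum activity change below -70%; inconclusive = maximum activity change between -70% and -50%; inactive = maximum activity change above -50%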
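U2OS cells transduced with wild-type KCNH2 virus are loaded with FluxOr dye for 45 min, and thallium flux is measured in kinetic reads before and after stimulation buffer. Rate constants are normalized to DMSO controls.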
* marks the source's active call; other numbers are inactive results; i = inactive; ? = inconclusive; · = no result given; & = joins results of further samples; [ ] = dose if it differs, or a comment. Unless noted, calls follow the shape of the dose curve; as a rule, active = well fitted curve in the direction sought with a large enough effect; inconclusive = small, poorly fitted or top-dose-only effect, or another doubt; inactive = no such curve, though single readings can be large; an effect the other way counts as inactive or inconclusive. Unless noted, % is scaled to controls: 0 for no effect and ±100 for the full control effect.

cpd	canonical_smiles	PKM2 act	Chronic BCR inh	Giardia kill	GALK inh	FBPA coupling cs	USP2a block	hERG WT inh	Eya2 phos inh	B2AR arrestin	KCNH2 3.1 inh	uPA surface inh
1	COC(=O)[C@@H]1C[C@@]2(O)[C@@H](O)[C@@H](O)[C@@H](O)C[C@H]2N1Cc1cc(OC)cc(OC)c1	1%&-8%	-1%	-3	4%	-1&5	-8%	-4	7%	-0.4%	-12	-10%
2	CS(=O)(=O)N(CC(=O)NC1CCCCCC1)Cc1ccccc1	7%	12%	9	0%	6	0%	1	-22%	-0.1%	12	-17%
3	CC(=O)c1c(C)[nH]c(C(=O)COC(=O)c2c(-c3ccccc3)noc2C)c1C	·	0%	12	·	·	-1%	7	1%	-0.1%	0	-4%
4	N#CC1(C#N)C(C(=O)C23CC4CC(CC(C4)C2)C3)C12CCOCC2 (stereo unspecified)	0%	2%	-4	-1%	-2	0%	-8	-1%	0.1%	-6	2%
5	COc1ccccc1NS(=O)(=O)c1ccc2c(c1)n(C)c(=O)n2C	16%	?	11	-1%	11	2%	-14	-18%	-0.5%	-6	2%
6	Cc1cccc(NC(=O)/C(C#N)=C/c2ccccc2O)n1	·	-1%	26	2%	2	4%	-10	20%	0.2%	1	-9%
7	C[C@H](NC(=O)c1ccccc1F)C(=O)N1CCC2(CC1)NCCc1[nH]cnc12	·	-6%	-4	6%	·	1%	-4	9%	0.3%	20	2%
8	Cc1nnc(SCC(=O)NC(=O)NC(C)(C)C)n1N	-1%	-1%	4	2%	3	3%	-7	12%[15.4 µM]	-0.2%	3	2%
9	Cc1cc(=O)oc(C)c1C(=O)NCCCN1C(C)CCCC1C (stereo unspecified)	7%	-3%	5	0%	-1	3%	-5	3%	2.1%	6	·
10	C=CCNC(=O)c1ccccc1NC(=O)c1ccc(Cl)c(S(=O)(=O)Nc2cc(C)ccc2C)c1	-8%	-5%	8	-1%	-1	-21%	-17	-3%	0.5%	-25	-15%
11	CCCC(=O)Nc1ccc(-c2cn3cccnc3n2)cc1	·	6%	1	-1%	1	-2%	0	?	-0.2%	24	-1%
12	O=C(O)/C=C/C(=O)Nc1ccccc1SC(F)(F)F	?	0%	27	-2%	5	3%	2	-2%	-0.1%	-11	?
13	COc1ccc(-c2noc(CN(C)C(=O)Nc3ccccc3)n2)cc1	-1%	-9%	-6	6%	0	3%	·	-2%	0.0%	-3	18%
14	CC(=O)Nc1ccc(Nc2nc(Cl)nc(Nc3ccc(NC(C)=O)cc3)n2)cc1	1%	7%	-16	-2%	1	10%	-5	1%	-0.8%	-3	-8%
15	FC(F)c1nnc2c(Cl)cc(C(F)(F)F)cn12	11%	5%	14	-1%	1	2%	-4	-12%	-0.1%	-11	·
16	COc1ccc(/C=C/C(=O)NCCCN2CCCC2)cc1	·	-2%	-1	-3%	0	-2%	20	-1%	-0.5%	-4	-11%
17	Cc1cc(C)c(S(=O)(=O)NCc2ccc3c(c2)OCO3)cc1C	2%	-7%	-11	-3%	-3	0%	0	-4%	0.3%	-8	-24%
18	NC(=O)c1c(NC(=O)CN2CCCC2)sc2c1CCCC2	-9%	-1%	-7	0%	-1	2%	1	-3%	-0.2%	-3	2%
19	O=C(NCC(c1ccco1)N1CCc2ccccc2C1)c1ccc(Br)cc1 (stereo unspecified)	·	0%	1	·	·	1%	-3	18%	0.2%	-12	1%
20	CCCOCc1ccc(O)c2ncccc12	1%	?	-3	4%	2	-1%	-4	-1%	?	14	-16%
21	COC(=O)Nc1ncc(CN2CCc3ccccc3C2)s1	20%	-9%	9	0%	1	3%	8	-12%	-0.4%	11	-8%
22	COc1ccc(NC(=O)CSc2nc3c([nH]c4ccccc43)c(=O)n2C)c(OC)c1	-1%	-16%	3	7%	·	-3%	-2	-4%	-0.5%	-19	10%
23	CCc1nnc(NC(=O)CSc2nc3cc4c(cc3cc2CC)OCCO4)s1	14%	-20%	7	-4%	1	0%	0	-32%	0.0%	-33	2%
24	O=C(COc1ncnc2sccc12)N1CCc2ccccc2C1	-1%	-2%	6	7%	3	6%	2	27%	0.1%	-6	1%
25	CCOC(=O)C(NC(=O)Nc1ccc(F)cc1)(OCC)C(F)(F)F (stereo unspecified)	-3%	2%	-4	0%	8	1%	2	2%	-0.5%	2	1%
26	COc1ccc(C(=O)Nc2cc(OC)c(Cl)cc2OC)cc1	·	5%	0	1%	-11	0%	4	7%	0.2%	12	-4%
27	CCc1nnc(NC(=O)c2cccc(S(=O)(=O)N3CCN(C(C)=O)CC3)c2)s1	·	3%	-5	·	·	2%	1	5%	-0.3%	14	0%
28	C/C(=N\NC(=O)c1ccc(NS(=O)(=O)c2cccs2)cc1)c1ccc(Cl)cc1	5%	?	9	0%	-4	3%	-8	-7%	-0.5%	-7	-2%
29	COCCN(C(=O)COC(=O)CCc1nc2ccccc2s1)c1c(N)n(Cc2ccccc2)c(=O)[nH]c1=O	-4%	-13%	-5	6%	0	2%	-10	15%	1.0%	·	1%
30	O=C1C=C(c2ccc3ncccc3c2)C[C@@H](c2ccc(F)cc2)C1	·	0%	3	·	·	-6%	1	3%	0.2%	-3	-7%

5 of the compounds above, in transposed form:
#26 COc1ccc(C(=O)Nc2cc(OC)c(Cl)cc2OC)cc1
#27 CCc1nnc(NC(=O)c2cccc(S(=O)(=O)N3CCN(C(C)=O)CC3)c2)s1
#28 C/C(=N\NC(=O)c1ccc(NS(=O)(=O)c2cccs2)cc1)c1ccc(Cl)cc1
#29 COCCN(C(=O)COC(=O)CCc1nc2ccccc2s1)c1c(N)n(Cc2ccccc2)c(=O)[nH]c1=O
#30 O=C1C=C(c2ccc3ncccc3c2)C[C@@H](c2ccc(F)cc2)C1

screen / no.,26,27,28,29,30
PKM2 act,·,·,5%,-4%,·
Chronic BCR inh,5%,3%,?,-13%,0%
Giardia kill,0,-5,9,-5,3
GALK inh,1%,·,0%,6%,·
FBPA coupling cs,-11,·,-4,0,·
USP2a block,0%,2%,3%,2%,-6%
hERG WT inh,4,1,-8,-10,1
Eya2 phos inh,7%,5%,-7%,15%,3%
B2AR arrestin,0.2%,-0.3%,-0.5%,1.0%,0.2%
KCNH2 3.1 inh,12,14,-7,·,-3
uPA surface inh,-4%,0%,-2%,1%,-7%

The list continues:
cpd	canonical_smiles	PKM2 act	Chronic BCR inh	Giardia kill	GALK inh	FBPA coupling cs	USP2a block	hERG WT inh	Eya2 phos inh	B2AR arrestin	KCNH2 3.1 inh	uPA surface inh
31	C=C(C)CSc1nc2ncc(Cl)cc2[nH]1	0%	11%	9	0%	-1	5%	-1	-28%	-2.3%	-10	3%
32	Cc1ccc(N=C2CCCCCN2C)c(C#N)c1	-17%	-7%	27	1%	-1	1%	2	0%	0.0%	-16	-6%
33	O=C(CN1CCCCCC1)Nc1ccccc1OC(F)F	-2%	-14%	21	9%	1	3%	14	-6%	-0.5%	-8	0%
34	CCC(Sc1nncn1C)C(=O)Nc1cc(C)on1 (stereo unspecified)	0%	2%	-16	-1%	-1	0%	i	4%	-1.1%	1	1%
35	O=C(c1ccc(Br)cc1)c1cn[nH]c1-c1ccccc1O	·	-9%	-10	·	-5	-2%	-5	0%	3.2%	1	8%
36	O=C(Nc1cccnc1Cl)C1c2ccccc2Oc2ccccc21	7%	-1%	-3	-1%	5	-2%	9	2%	-0.4%	3	-4%
37	CN(C)C(=O)CSc1n[nH]c(=O)[nH]c1=O	-4%	?	1	3%	1	-1%	-2	-14%	-1.5%	21	15%

Bioassay records: PubChem BioAssay, National Center for Advancing Translational Sciences (NCATS)
